M4 antag = antagonists of human muscarinic M4 receptor (CHRM4); P08173; CHO-hM4 cells, ACh EC80, Fluo-8 calcium fluorescence; inhibition, % at 3 µM; 0.73% of 360,000 active;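 active means inhibition above its plate's cutoff, the mean inhibition of sample wells plus 3 SD, cut at about 27% in these data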;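 further: 0% = acetylcholine EC80 with DMSO and 100% = DMSO without agonist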
M5 antag = CHRM5 antagonism in calcium assay | inhibition, % at 3 µM | P08912 | 0.59% of 360,000 active | CHO-hM5 cells, Fluo-8 calcium fluorescence, ACh EC80;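 active means inhibition above a per-plate cutoff, the mean of that plate's test compounds plus 3 SD, cut at about 27% in these data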;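 further: 0% = acetylcholine EC80 with DMSO and 100% = DMSO without agonist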
M5 ag = CHRM5 agonism in calcium assay. activation, % at 3 µM. 0.19% of 360,000 active. AID 624037. CHO-K1 hM5 cells, Fluo-8 calcium fluorescence; 0% DMSO wells, 100% maximal acetylcholine response;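 active means activation above the run's mean over test compounds plus 3 SD, cut at about 23% in these data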;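 further: signal is peak over basal fluorescence ratio across the kinetic read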
CRFR2-BP ag = CRF-BP/CRF-R2 complex agonism; HEK293 CRF-R2/CRF-BP, calcium dye fluorescence (FLIPR); percent of saturating CRF peptide response; activation, % at 13.2 µM; 0.46% of 350,000 active;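 active means activation of at least 50%, plus an integration ratio under a set limit after plate pattern correction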;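 further: plate controls were neutral control wells without compound for no effect and CRF at EC100 for full effect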
CHRM4 agonist = agonists of human muscarinic M4 receptor (CHRM4). P08173. CHO-K1 hM4/Gqi5, Fluo-8 calcium fluorescence; vehicle 0%, full acetylcholine response 100%. activation, % at 3 µM. 0.14% of 360,000 active. AID 624127;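 active means activation above the run mean over all test wells plus 3 SD, cut at about 32% in these data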;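 further: peak over basal fluorescence ratio per well then scaled between controls; 0% = DMSO wells and 100% = acetylcholine at EC100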
M4 PAM = potentiates acetylcholine response at human M4 receptor. CHO-K1 hM4/Gqi5, Fluo-8 calcium fluorescence, ACh EC20; 0% = ACh EC20, 100% = maximal ACh. activation, % at 3 µM. 0.4% of 360,000 active. AID 624126;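 active means activation above its plate's cutoff, the mean activation of sample wells plus 3 SD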; further: some results filed as inactive read as strong as hits
CHRM5 PAM = potentiates acetylcholine response at human M5 receptor; P08912; CHO-K1 hM5, Fluo-8 calcium, ACh EC20 PAM; 0% = ACh EC20, 100% = ACh EC100; activation, % at 3 µM; 0.3% of 360,000 active; AID 624038;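 active means activation above the run cutoff, the mean activation of all test compounds plus 3 SD, cut at about 18% in these data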
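System: CHO-K1 cell line with stable human muscarinic M5 receptor expression | Also added: EC20 acetylcholine as agonist stimulus | Compound: One concentration, 3 µM final (nominal) | Timing: Fluo-8 loading 80 min at 37 °C plus 30 min room temperature | Measured by: Fluo-8 calcium dye fluorescence, kinetic read | Read-out basis: % activation, ACh-normalized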
CRFR2-BP antag = antagonists of CRF-binding protein/CRF-R2 receptor complex; HEK293 CRF-R2/CRF-BP, CRF-induced calcium fluorescence; inhibition, % at 11.8 µM; 0.59% of 350,000 active; AID 588475;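 active means inhibition of the ligand-induced calcium signal above about 50% at the single tested concentration, limit read from the data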
IDE inh = inhibits human insulin-degrading enzyme in HEK cells; P14735; FAbetaB cleavage, fluorescence polarization; inhibition, % at 5.59 µM; 0.41% of 320,000 active; AID 434962;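 active means percent inhibition above the average of all tested compounds plus 3 SD, set per screening campaign, cut at about 16% in these data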;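 further: IDE supplied by intact live HEK cells; FP after avidin binding of uncleaved biotin substrate so inhibition keeps polarization high; 0% = DMSO wells and 100% = 60 µM reference IDE inhibitor Ii1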
Target sequence (P14735 whole entry, looked up): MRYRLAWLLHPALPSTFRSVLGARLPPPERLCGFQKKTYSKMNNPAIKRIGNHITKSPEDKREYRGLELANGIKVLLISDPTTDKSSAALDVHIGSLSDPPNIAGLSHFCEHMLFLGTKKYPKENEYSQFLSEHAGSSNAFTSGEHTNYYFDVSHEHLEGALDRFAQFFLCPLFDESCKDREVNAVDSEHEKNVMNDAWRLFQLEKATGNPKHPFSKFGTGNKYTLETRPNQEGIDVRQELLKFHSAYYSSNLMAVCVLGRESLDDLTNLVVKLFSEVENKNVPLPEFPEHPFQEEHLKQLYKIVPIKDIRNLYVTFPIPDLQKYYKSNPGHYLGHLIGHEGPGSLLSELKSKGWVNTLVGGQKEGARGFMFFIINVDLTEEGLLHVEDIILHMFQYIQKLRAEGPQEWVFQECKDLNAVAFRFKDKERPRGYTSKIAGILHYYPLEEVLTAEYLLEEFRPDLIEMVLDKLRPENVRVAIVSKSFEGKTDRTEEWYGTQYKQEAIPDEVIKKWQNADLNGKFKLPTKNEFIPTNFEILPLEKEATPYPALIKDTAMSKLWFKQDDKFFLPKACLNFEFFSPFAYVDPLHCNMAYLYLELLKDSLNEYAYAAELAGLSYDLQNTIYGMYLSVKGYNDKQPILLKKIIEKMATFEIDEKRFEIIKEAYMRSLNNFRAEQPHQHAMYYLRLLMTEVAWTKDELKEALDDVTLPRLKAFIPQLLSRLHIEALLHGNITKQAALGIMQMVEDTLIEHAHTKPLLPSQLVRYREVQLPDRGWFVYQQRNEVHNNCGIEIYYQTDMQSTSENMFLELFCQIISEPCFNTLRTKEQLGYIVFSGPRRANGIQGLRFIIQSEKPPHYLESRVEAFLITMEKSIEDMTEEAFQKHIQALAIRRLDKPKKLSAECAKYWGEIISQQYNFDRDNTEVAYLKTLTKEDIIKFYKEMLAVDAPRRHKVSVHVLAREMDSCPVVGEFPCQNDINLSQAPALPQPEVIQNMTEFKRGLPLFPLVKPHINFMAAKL
* marks the source's active call; other numbers are inactive results; x = no result given.

SMILES	M4 antag	M5 antag	M5 ag	CRFR2-BP ag	CHRM4 agonist	M4 PAM	CHRM5 PAM	CRFR2-BP antag	IDE inh
CCOc1cc(C(=O)N2CCN(c3ccc(C(C)=O)cc3)CC2)cc(OCC)c1OCC	-9	-6	-4	1.3	0	9	1	22	2
Cc1c(N2C(=O)c3ccccc3C2(O)c2ccccc2)c(=O)n(-c2ccccc2)n1C (stereo unspecified)	-3	-4	3	0.5	1	4	7	7	-2
COC(=O)[C@H]1C[C@H](OC(=O)NCc2ccccc2)[C@@]2(O)CN(S(=O)(=O)c3ccc(C)cc3)CC2[C@H]1C(=O)OC (stereo partly specified)	-5	-3	-1	-0.8	2	4	-2	13	x
Cc1[nH]c(=O)[nH]c(=O)c1S(=O)(=O)N1CCOCC1	2	-1	-5	-1.6	0	6	10	8	-5
COc1ccc(CCN(C)C(=O)COc2ccc(C(=O)c3ccccc3)cc2)cc1OC	2	1	3	-0.6	6	-1	-3	11	1
CC(=O)c1cc2c(cc1NC(=O)c1ccc(Cl)cc1)OCCO2	9	-19	14	4.0	1	-5	5	2	0
Cc1ccc2cc(/C=N/NC(=O)[C@@H]3CCCN3)c(Cl)nc2c1	-4	0	-1	-1.2	1	5	-6	-13	1
Cc1c(Cl)cccc1NC(=O)Cn1nnc(C(=O)NCc2cccs2)c1N	-3	-1	-2	1.3	1	7	-2	-5	-8
CC(C)(CNC(=O)c1cccc(S(=O)(=O)Nc2ccc(Br)cc2)c1)N1CCOCC1	4	4	-1	1.4	4	-5	1	-7	-2
COCCn1c(SCc2cccc([N+](=O)[O-])c2)nc2ccccc2c1=O	-5	17	-5	0.3	5	-11	-9	15	0
Cc1ccc(-c2cnc(-c3ccccc3C(=O)O)o2)cc1	8	4	-2	-1.2	0	-10	0	10	5
CCn1cc(C(=O)NCc2ccco2)c(=O)c2cc(S(=O)(=O)N3CCCCCC3)ccc21	-14	3	-2	-0.1	3	-1	-3	21	1
CCN(CC)CCOCCn1c(C)ccc1C	2	2	-4	2.4	0	-3	2	-2	x
CO/N=C(\Cn1ncc(N2CCCC2)c(Br)c1=O)c1ccc(Cl)cc1	-11	6	-8	-1.6	1	6	2	3	-2
CC(C)n1c(O)c(N=NC(=O)C2COc3ccccc3O2)c2ccccc21 (stereo unspecified)	1	-5	-3	-5.7	0	5	2	68*	1
Cc1ccccc1NC(=O)Cn1cccc1	-3	-8	0	0.2	1	0	2	18	6
CCOC(=O)C1CCCN(C(=O)c2cccc(C(F)(F)F)c2)CC1 (stereo unspecified)	0	-9	0	x	0	0	-1	x	x
CCCN(CC(=O)Nc1ccccc1OC)C(=O)CCCN1C(=O)c2ccccc2C1=O	-5	-1	3	-0.3	3	3	-2	-3	3
COc1ccc(-c2ncc3ccccn23)cc1	7	2	1	-2.1	-1	3	-4	-5	5
Cc1ccc(S(=O)(=O)CC(O)COc2ccc(C#N)cc2)cc1 (stereo unspecified)	1	6	-1	-1.1	2	-4	-1	-1	-1
CCC1CCCCN1C(=O)c1ccc([N+](=O)[O-])o1 (stereo unspecified)	8	-7	-4	0.1	1	-6	6	3	1
C=C(C)C1CC=C(C)/C(=N/NC(=O)c2ccccc2[N+](=O)[O-])C1 (stereo unspecified)	9	6	2	-1.8	0	-6	-4	-54	-1
CC(C)N(C(=O)Cn1cc(S(=O)(=O)CC(=O)Nc2ccccc2)c2ccccc21)C(C)C	4	-7	-3	0.2	1	5	4	-3	7
COCc1cc(CN2CCCC(C(=O)Nc3ccc(-c4ccco4)cc3)C2)ccc1OC (stereo unspecified)	-1	19	-4	-0.9	6	-5	-3	10	7
C=CCN(CC=C)Cc1cc(=O)oc2cc(OC)c(Cl)cc12	-4	-1	-1	x	-2	4	-1	x	x
COCc1cc(C)c2c(N)c(C#N)sc2n1	9	3	0	-1.6	1	34*	6	5	0
C/C(=N\NC(=O)C1CC1)c1ccc(OC(F)F)cc1OC(F)F	-7	4	-4	-0.3	1	5	-1	-2	-2
NC(=O)N/N=C/c1ccc(N2CCOCC2)s1	0	1	0	2.1	0	2	6	20	8
CCCCN1C(=O)C(CC(=O)NCCCN(C)C)CC(C(=O)N2CCOCC2)=C1C (stereo unspecified)	-23	-4	0	0.7	2	12	-2	-18	x
Cc1ccnc(N2C(=O)CSC2c2ccc(Cl)cc2)c1 (stereo unspecified)	-4	-1	-7	-3.2	-1	3	-3	42	3
O=S(=O)(CCNCCc1ccccc1)NCc1ccccc1	-4	8	-1	-0.9	-1	3	-4	-27	x
CCCCc1ccc(NC(=O)C2CCCO2)cc1 (stereo unspecified)	3	0	-5	0.2	0	3	0	-13	1
COc1cccc(-c2nc3nc(C)cc(C)n3c2Nc2ccc3c(c2)OCCO3)c1	-1	-5	3	x	0	0	-1	x	x
CC(=O)NS(=O)(=O)c1ccc(NC(=O)c2cc(-c3ccc(C)cc3)nc3ccccc23)cc1	2	4	0	0.1	0	-2	-2	-33	15
COc1cc2c(cc1OC)CC1(CCCCC1)N=C2	5	7	-6	1.5	1	-4	-5	-16	5
COC(=O)c1ccc(Oc2nc(Nc3ccc(C)c(C)c3)nc(N(C)C)n2)cc1	-24	1	-2	1.9	0	10	-7	-35	6

Three compounds out of the list above, sorted by the number in M5 ag, ascending:
Compound | M4 antag | M5 antag | M5 ag | CRFR2-BP ag | CHRM4 agonist | M4 PAM | CRFR2-BP antag | IDE inh
COc1cc2c(cc1OC)CC1(CCCCC1)N=C2 | 5 | 7 | -6 | 1.5 | 1 | -4 | -16 | 5
O=S(=O)(CCNCCc1ccccc1)NCc1ccccc1 | -4 | 8 | -1 | -0.9 | -1 | 3 | -27 | x
COc1cccc(-c2nc3nc(C)cc(C)n3c2Nc2ccc3c(c2)OCCO3)c1 | -1 | -5 | 3 | x | 0 | 0 | x | x

Further compounds
SMILES	M4 antag	M5 antag	M5 ag	CRFR2-BP ag	CHRM4 agonist	M4 PAM	CHRM5 PAM	CRFR2-BP antag	IDE inh
CC(C)Oc1ccc(NC(=O)c2ccncc2)cc1	4	3	2	-3.8	4	10	-6	34	-2
CCOC(=O)c1cnc2c(c(C)nn2C)c1Oc1ccc(Cl)cc1	-1	5	-7	-0.7	-3	6	-6	43	0
CC1CCC(=NO)C(=NO)C1 (stereo unspecified)	-14	11	2	0.9	1	5	-1	-3	x
COc1cc(/C=N/NC(=O)C[n+]2ccccc2)cc(OC)c1OC(C)=O	7	0	0	0.9	1	-8	-1	17	1
CN1C(=O)[C@H]2[C@@H](/C=C/c3ccccc3)N3C(=O)CN(Cc4ccccn4)C(=O)[C@@]3(Cc3ccccc3)[C@H]2C1=O	6	9	3	-0.6	1	6	2	6	7
CCn1cc(Br)c(C(=O)Nc2ccc(F)c(Cl)c2)n1	12	-2	-2	1.0	0	-11	-4	-8	-3
COc1ccc(-c2nc(S(=O)(=O)c3ccccc3)c(N3CCN(C)CC3)o2)cc1	-9	3	0	-2.2	3	10	5	-17	x
CCc1ccc(C(=O)N2CCN(c3ccc(F)cc3)CC2)s1	-19	-9	-2	-6.2	1	4	-8	-4	3
CC(C)N(C)Cc1nnnn1CC(=O)N(C)Cc1ccc(F)cc1	-3	-1	-4	0.2	0	8	4	2	-1
Cc1cc(C)cc(NC(=O)NC(C)C2CCCO2)c1 (stereo unspecified)	-1	-4	-2	0.6	1	1	-3	-2	-3
CCN1C(=O)CSC1=NC1C2CC3CC(C2)CC1C3 (stereo unspecified)	-1	1	-1	5.2	0	1	0	-20	-1
CC(N)C(=O)NC(C(=O)N1CCCC1C(=O)NC(c1ccccc1)c1ccccc1)C(C)C (stereo unspecified)	3	7	0	1.8	0	-5	3	-5	3
CN(CC(=O)Nc1c(Cl)cccc1Cl)C(=O)c1ccc2nc[nH]c2c1	-11	6	1	3.8	0	1	-4	-11	11
CC(NS(=O)(=O)c1cccc(Cl)c1F)[C@H](O)c1ccccc1 (stereo partly specified)	3	-5	0	-0.9	1	-1	-1	5	x
CCCN1CCC(NCC(C)c2ccccc2)CC1 (stereo unspecified)	8	1	-4	-0.2	1	-8	-3	-7	2
Cc1[nH]c2ccccc2c1C(=O)CN1CCC2(CC1)OCCO2	-2	6	-2	1.6	1	6	-2	0	5
O=C(O)C1C2CCC(C2)C1C(=O)NCCC1=CCCCC1 (stereo unspecified)	6	3	1	-0.9	1	5	-1	2	2
Cc1ccc(-n2c(SCC(=O)OC(C)C)nnc2-c2ccncc2)cc1	-2	-11	0	0.4	1	5	10	-10	2
COc1ccccc1N1CCN(S(=O)(=O)c2cnc[nH]2)CC1	-9	2	1	-0.7	0	3	2	-33	-4
O=C(NC(Cc1ccccc1)C(=O)O)C1CCN(S(=O)(=O)c2ccccc2C(F)(F)F)CC1 (stereo unspecified)	10	5	-1	1.4	1	3	3	7	2
COc1ccc(S(=O)(=O)N2CCOC2CNC(=O)C(=O)NCCCc2ccccc2)cc1 (stereo unspecified)	3	9	2	-1.5	12	-6	-5	2	2

Four entries already listed, arranged by length of the SMILES, high to low.
SMILES	M4 antag	M5 antag	M5 ag	CRFR2-BP ag	CHRM4 agonist	M4 PAM	CHRM5 PAM	CRFR2-BP antag	IDE inh
COC(=O)c1ccc(Oc2nc(Nc3ccc(C)c(C)c3)nc(N(C)C)n2)cc1	-24	1	-2	1.9	0	10	-7	-35	6
CC(C)n1c(O)c(N=NC(=O)C2COc3ccccc3O2)c2ccccc21 (stereo unspecified)	1	-5	-3	-5.7	0	5	2	68*	1
Cc1cc(C)cc(NC(=O)NC(C)C2CCCO2)c1 (stereo unspecified)	-1	-4	-2	0.6	1	1	-3	-2	-3
NC(=O)N/N=C/c1ccc(N2CCOCC2)s1	0	1	0	2.1	0	2	6	20	8

Screening results: PubChem BioAssay, several laboratories
